Apaf1 inhib – blocks human Apaf-1 apoptosome activity. O14727. reconstituted apoptosome caspase-3 activity, DEVD-Rh110 fluorescence. inhibition, % at 20 µM. 0.71% of 330,000 active; active = inhibition of at least 40% at 20 µM;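 also: plate controls were DMSO wells for no effect and DEVD-CHO caspase inhibitor wells for full effect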
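Material: reconstituted apoptosome with Apaf-1, cytochrome c, caspase-9, procaspase-3, dATP / Buffer or medium: pH 7.5 Hepes buffer with CHAPS, BSA, DTT / Also added: cytochrome c with DEVD-Rh110 / Schedule: compound with Apaf-1, dATP, procaspase-3 30 min, then 50 min reaction, room temperature / Technique: rhodamine 110 fluorescence at Ex 480/Em 540 nm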
SENP8 block-1 – blocks human SENP8 cleavage of Nedd8 substrate | Q96LD8 | recombinant SENP8, Nedd8 substrate fluorescence | inhibition, % at 20 µM | 0.64% of 360,000 active | AID 602440; in the data active = inhibition mostly above about 40%, no sharp cut-off; inactive = mostly below about 27%
Target sequence (Q96LD8 whole entry, looked up): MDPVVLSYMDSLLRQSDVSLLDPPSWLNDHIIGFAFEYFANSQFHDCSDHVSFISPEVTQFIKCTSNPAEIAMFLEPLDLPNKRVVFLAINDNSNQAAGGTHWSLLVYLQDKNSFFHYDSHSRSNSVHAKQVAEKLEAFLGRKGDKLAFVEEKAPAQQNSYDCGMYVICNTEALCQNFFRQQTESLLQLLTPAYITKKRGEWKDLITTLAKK
PfGluPho inh – PfG6PD (Plasmodium falciparum) enzyme inhibition. PfGluPho enzyme, NADPH resazurin-diaphorase fluorescence. inhibition, % at 20 µM. 0.78% of 350,000 active. AID 504690;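 active = inhibition reaching at least a set limit at 20 µM in the primary screen, cut at about 59% in these data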;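 also: 0% = DMSO wells with substrate and 100% = DMSO wells lacking glucose-6-phosphate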
HKDC1 inhibitor – HKDC1 (human) hexokinase inhibition; Q2TB90; recombinant HKDC1, G6PDH/diaphorase resazurin coupled fluorescence; inhibition, % at 20 µM; 0.16% of 340,000 active;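 active = inhibition above about 35% when tested at 20 µM, limit read from the data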;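 also: plate controls were DMSO wells with enzyme for no effect and DMSO wells lacking enzyme for full effect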
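Test system: Recombinant HKDC1 (HK5) hexokinase enzyme, produced in-house | Input: HKDC1 at 5 µg/mL | Buffer or medium: Tris pH 8.0 buffer with MgCl2, Tween-20, BSA, BME | Schedule: 90 min reaction incubation at room temperature, dark | Technique: Resazurin-to-resorufin fluorescence via G6PDH and diaphorase coupling, 525/613 nm | Controls: DMSO wells with and without enzyme mix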
SENP6 inh – SENP6 protease inhibition; Q9GZR1; Recombinant SENP6 catalytic domain, aminoluciferin luminescence; inhibition, % at 10 µM; 1.8% of 330,000 active;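 active = inhibition above about 50% at the single tested dose, limit read from the data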;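 also: plate controls were DMSO wells with enzyme for no effect and DMSO wells lacking enzyme for full effect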
Target sequence (Q9GZR1 628-1112 limits assumed): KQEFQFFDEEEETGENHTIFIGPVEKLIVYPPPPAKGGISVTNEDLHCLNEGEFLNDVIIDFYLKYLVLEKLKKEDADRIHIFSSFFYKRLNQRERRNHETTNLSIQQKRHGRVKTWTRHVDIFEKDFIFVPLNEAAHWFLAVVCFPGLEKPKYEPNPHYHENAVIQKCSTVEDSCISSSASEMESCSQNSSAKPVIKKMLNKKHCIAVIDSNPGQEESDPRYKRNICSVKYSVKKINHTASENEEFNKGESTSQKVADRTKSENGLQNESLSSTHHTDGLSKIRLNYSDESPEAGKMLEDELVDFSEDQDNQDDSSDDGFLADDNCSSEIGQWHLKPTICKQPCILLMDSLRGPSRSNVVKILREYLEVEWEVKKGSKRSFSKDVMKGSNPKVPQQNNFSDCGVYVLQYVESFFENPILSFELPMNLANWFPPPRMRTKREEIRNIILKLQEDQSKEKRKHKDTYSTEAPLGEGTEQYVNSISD
SENP8 block-2 – blocks the human protease SENP8; Q96LD8; purified SENP8, Z-RLRGG-aminoluciferin cleavage, luminescence; inhibition, % at 10 µM; 1.2% of 330,000 active; AID 2540; in the data active = inhibition above about 50%
NLRP3 yeast inh – inhibitors of NALP3 inflammasome in yeast; Yeast reconstituted NLRP3/ASC/caspase-1, beta-gal luminescence, 24 h; inhibition, % at 10 µM; 0.39% of 330,000 active; AID 2825;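 active = inhibition of 50% or more; inactive = inhibition below 50%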;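 also: plate controls were induced DMSO wells for no effect and uninduced yeast grown without galactose for full effect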
SENP7 inh – inhibitors of human SENP7 protease; Q9BQF6; recombinant SENP7, Z-RLRGG-aminoluciferin luminescence, 40 min; inhibition, % at 5 µM; 1.5% of 330,000 active;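 active = inhibition above about 50% at the single test dose, limit read from the data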;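 also: plate controls were DMSO with enzyme for no effect and no enzyme buffer wells for full effect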
Target sequence (Q9BQF6 706-1050 limits assumed): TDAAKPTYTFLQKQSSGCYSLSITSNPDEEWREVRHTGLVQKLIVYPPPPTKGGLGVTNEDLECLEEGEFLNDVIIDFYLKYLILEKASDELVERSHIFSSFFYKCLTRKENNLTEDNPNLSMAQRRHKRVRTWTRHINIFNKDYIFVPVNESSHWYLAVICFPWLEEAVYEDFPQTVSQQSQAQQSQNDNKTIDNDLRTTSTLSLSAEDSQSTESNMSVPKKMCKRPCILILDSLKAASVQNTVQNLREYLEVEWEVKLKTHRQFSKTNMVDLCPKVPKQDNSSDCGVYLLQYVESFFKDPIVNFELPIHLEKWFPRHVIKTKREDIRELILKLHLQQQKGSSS
SENP1 inh – SENP1 (human) catalytic domain inhibition | recombinant SENP1 catalytic domain, CyPet-SUMO1-YPet FRET cleavage | inhibition, % at 10 µM | 0.21% of 360,000 active;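 active = inhibition at least 30% at 10 µM, raw YFP signal under a set limit, fluorescence ratio 0.5 to 1.5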;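 also: 0% = enzyme with DMSO and 100% = no enzyme wells; some results filed as inactive read as strong as hits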
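material = recombinant human SENP1 catalytic domain, His6-tagged | quantity = 20 pM enzyme | reagent = 25 nM SUMO1 FRET substrate | compound dosing = 10 µM single point, 0.5% DMSO | timing = 50 min enzyme reaction, room temperature, light-protected | detection = FRET, CFP and YFP emission | control set = no-enzyme low, enzyme-DMSO high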
An asterisk follows results filed as active; · = no result given.

SMILES	Apaf1 inhib	SENP8 block-1	PfGluPho inh	HKDC1 inhibitor	SENP6 inh	SENP8 block-2	NLRP3 yeast inh	SENP7 inh	SENP1 inh
Cc1cc(C)cc(NC(=O)COC(=O)c2n[nH]c3ccccc23)c1	8	-8	1	-1	5	2	11	8	2
COc1ccccc1/C=C(\NC(=O)c1cccc(C)c1)C(=O)Nc1ccccn1	-1	-266	0	-5	6	-3	24	5	1
O=c1[nH]c2ccc(NC(=S)NC3CCCCC3)cc2[nH]1	1	5	-5	-5	-5	-2	13	3	-1
O=C(O)c1cccc(NC(=O)c2cccc(S(=O)(=O)N3CCc4ccccc43)c2)c1	-3	4	-25	1	54*	22	17	0	0
CCCCN(C(=O)Cc1ccc(S(=O)(=O)N2CCOCC2)s1)c1c(N)n(CC(C)C)c(=O)[nH]c1=O	-2	-109	-18	-1	-16	-8	18	-10	-113
Cc1ccc(CN2CCNC(=O)C2CC(=O)N(C)CCc2ccccc2)cc1 (stereo not drawn)	-7	-56	-16	-1	-3	3	16	-6	-8
Cc1ccc(F)cc1NC(=O)CSc1nnc(CNC(=O)c2ccco2)n1C	9	8	1	-2	-14	1	6	-1	-1
O=C(CCCCC(=O)NCc1cccs1)NCc1cccs1	3	10	6	-9	-2	-2	9	1	0
CCN(CC(=O)Nc1ccc2c(c1)OCCO2)C(=O)c1ccccc1Br	-1	4	-11	4	-4	12	9	1	1
CCSc1nc2c(c(=O)[nH]1)C(C(C)C)C(C#N)=C(N)O2 (stereo not drawn)	-25	1	-22	-4	-17	-10	11	3	-5
CCOCC(=O)Nc1cc(C(=O)OC)ccc1C(=O)OC	-4	-333	25	-1	-2	-2	14	11	-8
COc1cc(OC)cc(-c2c(-c3cccs3)c3cc(-c4ccc5cc[nH]c5c4)ccc3n2C)c1	-4	-486	-7	2	-17	3	4	6	-7
COc1ccc(OC)c(-c2cc(C3CCN(c4ncccc4[N+](=O)[O-])CC3)[nH]n2)c1	15	37	7	4	-6	3	23	5	2
CN(/N=C/c1ccc(Cl)cc1Cl)c1ncc(Cl)cc1C(F)(F)F	-10	2	13	5	11	7	14	-6	1
Cc1c(S(=O)(=O)c2ccccn2)c(N)n(Cc2ccccc2Cl)c1C	9	-16	7	2	-1	-6	-13	2	-31
COC(=O)c1ccccc1S(=O)(=O)N1CCC(C(=O)OCC(=O)NCC(F)(F)F)CC1	-1	4	5	-6	-8	9	1	-2	2
CCOC(=O)N1CCN(C(=O)c2ccc(S(=O)(=O)Nc3ccc(C)cc3)cc2)CC1	2	16	-22	-5	-1	-4	9	4	0
CCOC(=O)c1ccc(NC(=S)NN2CCN(C)CC2)cc1	-6	10	-4	-2	-4	-10	17	-8	1
O=C(Cc1coc2ccc3ccccc3c12)Nc1nccs1	10	-12	-19	1	-26	-5	-29	-12	-5
Cc1ccc(NC(=O)C2CCC2)cc1S(=O)(=O)N1CCCCCC1	6	4	7	-2	-21	-6	0	10	1

Brought forward from above: 2 entries, followed by the next part.
SMILES	Apaf1 inhib	SENP8 block-1	PfGluPho inh	HKDC1 inhibitor	SENP6 inh	SENP8 block-2	NLRP3 yeast inh	SENP7 inh	SENP1 inh
O=C(Cc1coc2ccc3ccccc3c12)Nc1nccs1	10	-12	-19	1	-26	-5	-29	-12	-5
Cc1ccc(NC(=O)C2CCC2)cc1S(=O)(=O)N1CCCCCC1	6	4	7	-2	-21	-6	0	10	1
O=C(c1ccc(NS(=O)(=O)c2cccc(F)c2)cc1)N1CCCCC1	7	-5	-1	-3	-7	-2	-1	-8	0
COc1cccc(NC(=O)CN2C(=O)NC(C)(C3CC3)C2=O)c1 (stereo not drawn)	-7	-2	-4	-2	0	7	0	10	-2
C/C=C\C=C/C(=O)Nc1cccc(C2=NOC3(C2)C[C@H](C(N)=O)N(C(=O)CC)C3)c1 (stereo partly drawn)	-4	10	9	-1	-10	6	2	-3	1
CCC(O)(CC)C(=O)N/N=C/c1cc(Br)cc(Br)c1O	-14	-103	-41	-9	-13	5	14	11	-45
CCN(CC)CCCC(C)NC(=O)c1cc(=O)c2ccccc2o1 (stereo not drawn)	-3	9	2	-2	-12	6	7	5	1
Cc1ccc(OCC(=O)Nc2ccc(Cl)cc2)c([N+](=O)[O-])n1	16	13	12	9	-17	-21	29	-8	-1
CN(Cc1ccon1)Cc1cn(C)nc1-c1cccc(Cl)c1	-2	14	-9	-10	5	-11	9	-9	-1
COc1cc(OC)cc(-c2c(-c3cccs3)c3cc(-c4cnc(OC)nc4)ccc3n2C)c1	11	-356	-1	-4	10	-3	-8	-2	-5
C/C(=N\O)C(C)(C)Nc1cccc(Br)c1	0	32	9	-3	-7	3	11	5	-1
CCOc1cccc2cc(-c3csc(NC(=O)CCC(=O)N4CCC(C)CC4)n3)c(=O)oc12	2	0	15	-2	-8	-4	8	-11	-2
O=C(Nc1cc(C(=O)N2CCCC2)ccc1N1CCCC1)c1ccccc1F	-17	6	5	-4	13	1	14	-1	-3
Cn1c(=O)c([N+](=O)[O-])c(NC2CCS(=O)(=O)C2)c2ccccc21 (stereo not drawn)	-24	6	1	3	-1	-4	2	-1	-1
COc1ccc(-c2csc(C)n2)cc1OC	5	11	1	-1	1	-15	3	-15	1
O=C(NC(NC(=S)Nc1ccc(Cl)cc1)C(Cl)(Cl)Cl)c1ccco1 (stereo not drawn)	8	-16	7	12	2	-15	13	-9	-1
O=C(N/N=C1/CCS(=O)(=O)c2ccc(F)cc21)c1cccnc1	-15	6	-11	2	-13	1	16	-5	1
CCOC(=O)N1CCN(CC(=O)n2c(C)c(C)c3ccccc32)CC1	11	18	0	-6	-5	-7	21	-11	-4
O=C(CCCc1ccccc1)N=C1SC2CS(=O)(=O)CC2N1c1ccccc1 (stereo not drawn)	6	12	10	-4	-3	-17	5	8	3
Cc1cccc(-c2nnc(SCC#N)n2Cc2ccccc2)c1	6	13	5	2	13	0	-6	7	-2
CSc1nc(-c2ccccc2)cc(C(F)(F)F)c1C#N	7	-289	-3	-3	2	-4	10	-2	1
Cc1ccc(C(=O)Nc2cccc(N3C(=O)C4CCC(C)CC4C3=O)c2)cc1 (stereo not drawn)	20	30	-7	-4	28	-3	-8	27	0

For reference, 5 of the compounds above.
SMILES	Apaf1 inhib	SENP8 block-1	PfGluPho inh	HKDC1 inhibitor	SENP6 inh	SENP8 block-2	NLRP3 yeast inh	SENP7 inh	SENP1 inh
O=C(Nc1cc(C(=O)N2CCCC2)ccc1N1CCCC1)c1ccccc1F	-17	6	5	-4	13	1	14	-1	-3
Cn1c(=O)c([N+](=O)[O-])c(NC2CCS(=O)(=O)C2)c2ccccc21 (stereo not drawn)	-24	6	1	3	-1	-4	2	-1	-1
COc1ccc(-c2csc(C)n2)cc1OC	5	11	1	-1	1	-15	3	-15	1
O=C(NC(NC(=S)Nc1ccc(Cl)cc1)C(Cl)(Cl)Cl)c1ccco1 (stereo not drawn)	8	-16	7	12	2	-15	13	-9	-1
O=C(N/N=C1/CCS(=O)(=O)c2ccc(F)cc21)c1cccnc1	-15	6	-11	2	-13	1	16	-5	1

Continuation.
SMILES	Apaf1 inhib	SENP8 block-1	PfGluPho inh	HKDC1 inhibitor	SENP6 inh	SENP8 block-2	NLRP3 yeast inh	SENP7 inh	SENP1 inh
O=C(Nc1nnc(-c2ccccc2F)s1)c1cccnc1	-14	-137	2	-1	-7	30	3	36	1
CCOc1ncccc1C(=O)OCc1cccc([N+](=O)[O-])c1	-7	25	-4	2	-5	-1	19	0	1
CN(C)c1ccc(NC(=O)CCN2CCN(c3ccccn3)CC2)cc1	5	6	8	4	20	-1	12	8	1
C=CCc1cccc(/C=N/c2nc3ccccc3n2CC)c1O	-17	13	6	4	2	-3	2	9	-3
Cc1csc(-c2cnn(-c3ccccc3)c2NC(=O)c2cccc(C(F)(F)F)c2)n1	16	19	-3	0	-7	-7	3	5	2
CN(Cc1ccccc1)C(=O)CCNS(=O)(=O)c1ccc2c(c1)oc(=O)n2C	-21	4	12	-8	-9	8	-2	6	3
O=C(NCCOc1ccccc1)C1Nc2ccc(C(F)(F)F)cc2C2c3ccccc3CC12 (stereo not drawn)	18	-295	25	4	-18	-13	4	-7	-4
Cc1ccc(S(=O)(=O)N2CCCC2C(=O)NCc2ccc3c(c2)OCO3)cc1 (stereo not drawn)	-2	10	-10	-5	5	6	3	8	0
O=C(CSc1ccc(Cl)cc1)N1CCOCC1	5	17	-9	1	-9	3	14	3	1
CC(C)(C)OC(=O)NCCCCCc1cn([C@@H](CO)C(=O)NCCCCCCCCCCC(=O)N2CCN(C(=O)OC(C)(C)C)CC2)nn1	8	19	11	1	-5	0	8	-1	0
O=C(CSc1nnc(-c2ccccn2)n1Cc1ccccc1)N1CCCC1	8	31	22	-8	-6	-1	14	0	2
O=C(NCCCN1CCCC1)c1ccc(Cn2c(=S)[nH]c3ccc(Br)cc3c2=O)cc1	16	·	·	·	-28	-7	10	5	·
COc1ccc2c(c1)C(=O)Nc1cc(Cl)ccc1N2	-8	26	13	0	-16	2	23	-7	3
Cc1ccc(C(C)C)c(OC/C(O)=C(\C#N)c2nc3ccccc3[nH]2)c1	6	6	-9	3	-33	1	8	7	-11
O=[N+]([O-])c1cc(-c2ccn[nH]2)ccc1Cl	0	15	-7	-9	1	-6	8	12	1
O=S(=O)(c1cnc[nH]1)N1CCN(C(c2ccc(F)cc2)c2ccc(F)cc2)CC1	9	5	14	1	-6	0	14	5	2
Cc1nc(SCC(=O)NCc2ccco2)c2c(C)c(C)sc2n1	-3	32	-8	-2	-1	4	42	1	-1

Structural class: the compounds so far with an aryl thioether with sulfur outside any ring
SMILES	Apaf1 inhib	SENP8 block-1	PfGluPho inh	HKDC1 inhibitor	SENP6 inh	SENP8 block-2	NLRP3 yeast inh	SENP7 inh	SENP1 inh
Cc1ccc(F)cc1NC(=O)CSc1nnc(CNC(=O)c2ccco2)n1C	9	8	1	-2	-14	1	6	-1	-1
CCSc1nc2c(c(=O)[nH]1)C(C(C)C)C(C#N)=C(N)O2 (stereo not drawn)	-25	1	-22	-4	-17	-10	11	3	-5
Cc1cccc(-c2nnc(SCC#N)n2Cc2ccccc2)c1	6	13	5	2	13	0	-6	7	-2
CSc1nc(-c2ccccc2)cc(C(F)(F)F)c1C#N	7	-289	-3	-3	2	-4	10	-2	1
O=C(CSc1ccc(Cl)cc1)N1CCOCC1	5	17	-9	1	-9	3	14	3	1
O=C(CSc1nnc(-c2ccccn2)n1Cc1ccccc1)N1CCCC1	8	31	22	-8	-6	-1	14	0	2
Cc1nc(SCC(=O)NCc2ccco2)c2c(C)c(C)sc2n1	-3	32	-8	-2	-1	4	42	1	-1

High-throughput results: PubChem BioAssay, Sanford-Burnham Center for Chemical Genomics
